Dynein transport – blocks dynein driven cargo transport along microtubules; 3617.4 mouse cells, GR-EGFP nuclear translocation imaging; test concentration mostly 20 µM; stimulated with dexamethasone, 1 µM; active compounds read low; 220,000 compounds, 0.47% hits; z-score, hits read low;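 active = plate z-score of nuclear minus cytoplasmic receptor signal below a set negative limit, without overly bright fluorescence or cell loss, cut at about -3.5 in these data, passing the limit was not always enough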;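 note: z-score of nuclear minus cytoplasmic ring GR-EGFP intensity difference per well; some compounds called inactive have numbers as strong as hits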
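Schedule: 48 h induction, then 1 h compound, then 30 min agonist, 37 °C. Buffer or medium: tetracycline-free induction medium containing charcoal-stripped FBS. Reagent: 1.0 µM final dexamethasone stimulus. Evaluation: nuclear versus cytoplasmic GR-EGFP signal, averaged per well. Signal: high-content fluorescence imaging after fixation.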
MT stabilize HCS – stabilizes microtubules in HeLa cells. % tubulin-high responders, % at 10 µM. AID 2205. HeLa tubulin immunostaining HCS, 24 h; share of cells brighter than vehicle mean+2SD. 200,000 compounds, 0.83% hits;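 active = plate Z-score above 3 for both tubulin-high and condensed-nucleus cell shares, with cell loss under 80%, at 10 µM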;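 note: anti alpha tubulin signal scored within the nucleus-defined area of each cell; some results filed as inactive read as strong as hits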
Ins promoter up – MIN6 insulin promoter up-regulation; z-score at 5 µM; MIN6 insulin promoter-GFP reporter, high-content imaging; active compounds read high; 190,000 compounds, 0.3% hits;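 active = z-score above 3 at 5 µM with at least 500 cells counted in the well; inconclusive = wells under 500 cells, flagged as cytotoxic or low count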
Autophagy HCS – autophagy modulation, high-content screen | MEF GFP-LC3 puncta imaging; test concentration mostly 10 µM | calls only at 10 µM (by protocol) | 190,000 compounds, 0.98% hits;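 active = percentage of spot-positive cells more than 3 SD above its plate mean, without a fluorescence outlier flag or 80% toxicity; inconclusive = no clear call, values can overlap the other calls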;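 note: spot-positive cell cutoff set from DMSO-treated cells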
Yfh1-depleted yeast – enhancers of respiration in Yfh1-depleted yeast, dose response, Friedreich's ataxia, plus single-dose screen (AID 1465). S. cerevisiae Yfh1-off respiration, WST-1 reduction, 72 h; higher fold induction means a stronger effect. fold induction at 50 µM; hits with a dose series show EC50 in µM. 220,000 compounds, 0.074% hits;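 active = fold induction of absorbance versus untreated yeast above a set limit, then at least 30% activation at any dose in follow-up; inconclusive = repeats straddling the limit, or above it without dose testing; inactive = fold induction below the set limit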;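 note: activators that raise dye reduction in frataxin-depleted yeast; strong numbers were not always called active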
Hep lipid drop – hepatic lipid droplet formation modulation. AML12 mouse hepatocytes, oleate lipid droplets, BODIPY imaging. 240,000 compounds, 0.4% hits. inhibition, % at 6.5 µM;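 active = lipid droplet intensity inhibited by at least 50%, with more than 500 cells counted; inconclusive = wells with under 300 cells, treated as cytotoxic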
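Material – mouse AML12 hepatocyte cell line, fixed after treatment · Compound dosing – one dose, 6.5 µM compound · Times – compound with oleate, overnight · Measured by – Image-based BODIPY and DAPI two-channel analysis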
WT yeast gro inh – growth inhibition of WT yeast, mitochondrial fusion screen; mitochondrial fusion phenotypic screen, WT strain; inhibition, % at 10 µM; 190,000 compounds, 2.1% hits; AID 1362; in the data active = inhibition above about 58%; tested in S. cerevisiae
HEK293 NOD2/NF-kB – inhibition of NOD2-driven NF-kB reporter – cell-based, luminescence, uHTS, HEK293 (AID 1566); HEK293 NOD2/NF-kB luciferase reporter, luminescence; higher % means a stronger effect; one-dose inhibition, % at 4 µM; EC50 in µM for titrated hits; 290,000 compounds, 0.63% hits; in the data active = inhibition above about 50%; note: many of its hits are not listed in these tables
b-catenin transl – modulators of beta-catenin nuclear translocation; HeLa beta-catenin nuclear translocation, immunofluorescence imaging; nuclear translocation activity, % at 5 µM; 190,000 compounds, 0.3% hits;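 active = nuclear translocation activity above 50% at 5 µM, with a well cell count of 50 or more; inconclusive = wells under 50 cells across six images, flagged as toxic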;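 note: per-cell ratio of nuclear to cytoplasmic median beta-catenin stain intensity; plate controls were DMSO negative control for no effect and GSK-3 inhibitor IX positive control for full effect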
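Read-out: Nuclear/cytoplasmic beta-catenin signal ratio, % activation | Assay system: Human HeLa cell line | Times: 24 h compound exposure at 37°C, 5% CO2 | Signal: Fluorescence imaging of beta-catenin antibody stain plus DAPI | Dosing: 5 µM primary, 0.02–20 µM confirmation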
WT yeast gro inh mutant strain – also measured in WT yeast gro inh; calls as there; inhibition, %; mitochondrial fusion phenotypic screen, mutant strain inhibition
Dynein transport cytoplasmic EGFP – recorded beside Dynein transport, whose call it bears; z-score; measured here: cytoplasmic GR-EGFP intensity; active compounds read high
Dynein transport nuclear GR-EGFP – second read-out of Dynein transport, no call of its own (marks repeat the call); z-score; measured here: nuclear GR-EGFP intensity;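 lower value marks the stronger effect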
Dynein transport cell count – second read-out of Dynein transport, no call of its own (marks repeat the call); z-score; measured here: cell count per field
Ins promoter up cell count – further read-out of Ins promoter up, marked with its call; cell count; measured here: cytotoxicity, nuclei count;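 total cells summed across four imaged fields per well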
Hep lipid drop cells 6.5 µM – recorded beside Hep lipid drop, whose call it bears; cell count; measured here: cell count, cytotoxicity flag;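 cells counted across two imaged fields per well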
b-catenin transl cell count 5 µM – also measured in b-catenin transl; calls as there; cell count; measured here: cell count, cytotoxicity flag
MT stabilize HCS Hoechst-high % – further read-out of MT stabilize HCS, marked with its call; % Hoechst-high responders; measured here: nuclear condensation Hoechst responders;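 share of cells brighter than vehicle mean plus two SD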
MT stabilize HCS cytotoxicity % – further read-out of MT stabilize HCS, marked with its call; toxicity, %; measured here: cytotoxicity by cell density;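 0% = mean cell density of plate MIN control wells and 100% = no cells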
Autophagy HCS cell loss 18 h – recorded beside Autophagy HCS, whose call it bears; toxicity, %; measured here: cell loss, nuclei count;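 cell loss after 18 h compound exposure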
* marks the source's active call; other numbers are inactive results; i = inactive; ? = inconclusive; · = not tested or not shown. A portion of the library, so the mix of outcomes need not match the whole.

SMILES	Dynein transport	Dynein transport cytoplasmic EGFP	Dynein transport nuclear GR-EGFP	Dynein transport cell count	MT stabilize HCS	MT stabilize HCS Hoechst-high %	MT stabilize HCS cytotoxicity %	Ins promoter up	Ins promoter up cell count	Autophagy HCS	Autophagy HCS cell loss 18 h	Yfh1-depleted yeast	Hep lipid drop	Hep lipid drop cells 6.5 µM	WT yeast gro inh	WT yeast gro inh mutant strain	HEK293 NOD2/NF-kB	b-catenin transl	b-catenin transl cell count 5 µM
CN(CCc1ccccn1)C(=S)NC(=O)c1ccco1	-0.53	0.18	-0.26	0.67	2.7	2.3	0.2	-0.18	1256	i	17	i	-8	672	4	2	3%	-1.8	1177
Cc1ccc(/C=N/NC(=O)Cn2cnc3c2c(=O)n(C)c(=O)n3C)s1	-0.35	-0.24	0.55	-0.16	2.4	3.4	6.3	0.17	1259	i	5	i	3	659	-9	-8	12%	-5.2	573
CC(C)N(C(=O)CSc1nnc(NC(=O)Cc2cccs2)s1)C(C)C	-0.073	-0.35	0.3	-0.019	1.7	2.8	5.7	0.41	1250	i	6	i	-5	707	-9	17	6%	-3.2	1038
O=C(Nc1nsc(-c2ccccc2)n1)c1ccncc1	-0.34	-0.17	0.25	-0.69	5.4	2.3	2.3	0.05	1591	i	3	i	·	·	13	36	4%	-3.1	894
Cc1cc(C)c(C#N)c(N2CCSCC2)n1	0.27	-0.13	0.47	0.28	2.7	2.3	8.2	-0.01	1518	i	-15	i	·	·	4	9	11%	2.2	1373
CCCC(=O)Nc1cccc(-c2cn3ccsc3n2)c1	-1.2	-0.093	-0.59	0.018	1.7	2.7	9.9	0.5	1598	i	-14	i	·	·	11	3	-28%	2.3	1360
COc1cccc2c1C(CO)N1C(C#N)C3CC(C(=O)O)C(C1C2)N3C (stereo not drawn)	-0.18	-0.26	0.44	0.48	·	·	·	?	·	·	·	i	-24	687	·	·	-66%	25	146
O=c1c2ccccc2[nH]c(=S)n1CC1CCCO1 (stereo not drawn)	-0.75	-0.16	0.45	0.13	2.4	2.0	4.5	·	·	i	-36	i	·	·	·	·	·	·	·

In the list so far, 3 contain four or more nitrogen atoms.
SMILES	Dynein transport	Dynein transport cytoplasmic EGFP	Dynein transport nuclear GR-EGFP	Dynein transport cell count	MT stabilize HCS	MT stabilize HCS Hoechst-high %	MT stabilize HCS cytotoxicity %	Ins promoter up	Ins promoter up cell count	Autophagy HCS	Autophagy HCS cell loss 18 h	Yfh1-depleted yeast	Hep lipid drop	Hep lipid drop cells 6.5 µM	WT yeast gro inh	WT yeast gro inh mutant strain	HEK293 NOD2/NF-kB	b-catenin transl	b-catenin transl cell count 5 µM
Cc1ccc(/C=N/NC(=O)Cn2cnc3c2c(=O)n(C)c(=O)n3C)s1	-0.35	-0.24	0.55	-0.16	2.4	3.4	6.3	0.17	1259	i	5	i	3	659	-9	-8	12%	-5.2	573
CC(C)N(C(=O)CSc1nnc(NC(=O)Cc2cccs2)s1)C(C)C	-0.073	-0.35	0.3	-0.019	1.7	2.8	5.7	0.41	1250	i	6	i	-5	707	-9	17	6%	-3.2	1038
O=C(Nc1nsc(-c2ccccc2)n1)c1ccncc1	-0.34	-0.17	0.25	-0.69	5.4	2.3	2.3	0.05	1591	i	3	i	·	·	13	36	4%	-3.1	894

(cont.)
SMILES	Dynein transport	Dynein transport cytoplasmic EGFP	Dynein transport nuclear GR-EGFP	Dynein transport cell count	MT stabilize HCS	MT stabilize HCS Hoechst-high %	MT stabilize HCS cytotoxicity %	Ins promoter up	Ins promoter up cell count	Autophagy HCS	Autophagy HCS cell loss 18 h	Yfh1-depleted yeast	Hep lipid drop	Hep lipid drop cells 6.5 µM	WT yeast gro inh	WT yeast gro inh mutant strain	HEK293 NOD2/NF-kB	b-catenin transl	b-catenin transl cell count 5 µM
Nc1ccc(Cl)c[n+]1Cc1cccc2cccnc12	-0.54	-0.82	-0.49	0.24	·	·	·	-0.47	1073	·	·	i	-1	674	·	·	8%	0.7	1341
O=C1O/C(=C\c2ccccc2)c2ccccc21	1.3	-0.22	0.56	-1.1	3.2	4.7	6.7	0.68	1486	i	-13	i	24	627	9	7	-6%	-0.4	1087
CCCCN1CN(Cc2ccccc2)CNC1=S	0.4	-0.27	0.21	0.4	3.6	2.4	8.2	0.24	1487	i	-2	i	9	676	8	3	14%	-0.6	1115
COc1cccc(/C=N/N2C(=O)C3C4c5ccccc5C(c5ccccc54)C3C2=O)c1OC (stereo not drawn)	-0.54	-0.2	0.055	-0.1	4.4	3.4	12	0.25	1440	i	-39	i	·	·	-13	-2	16%	-2.4	1032
CCOC(=O)C1(CCc2ccccc2)CCN(Cc2ccc(OC)cc2)CC1	2	-0.039	1.4	-1.7	3.3	1.6	10	-2.1	1226	i	10	i	-9	679	40	36	-18%	1.9	1087
O=C(O)c1ccc(CNC(=S)Nc2ccccc2)cc1	-0.52	-0.28	-0.16	0.34	3.8	1.9	4.6	0.32	1557	i	36	i	19	708	-8	-9	10%	0.7	1466
Cc1occc1C(=O)Nc1ccc(OCc2ccccc2)cc1	-0.26	-0.25	-0.14	0.62	1.9	3.2	5.3	-0.48	1691	i	8	i	22	684	44	46	-116%	0.8	1636
Cc1cc2ncn(C(=O)N3CCCC3)c2cc1C	-0.072	-0.19	0.29	-1.1	2.6	2.3	6.8	·	·	i	-20	i	-13	666	-3	-2	-5%	-5.9	598
CC1CCC2C(=O)N(c3ccc(NC4CCCCC4)c([N+](=O)[O-])c3)C(=O)C2C1 (stereo not drawn)	-0.38	0.32	-0.12	0.63	2.0	1.3	0.8	-0.02	1455	i	-3	i	-36	687	15	-15	17%	-0.7	502
CCOc1ccccc1CN1CCN(C/C=C/c2ccc(OC)cc2)CC1CCO (stereo not drawn)	2.6	-0.11	1.6	-1.7	2.0	0.9	1.8	-0.74	1326	i	36	i	-3	648	-2	7	-47%	1.0	1113
O=C(CCN1C(=O)c2ccccc2C1=O)Nc1sc2c(c1C(=O)NCC1CCCO1)CCC2 (stereo not drawn)	-0.46	-0.33	-0.48	0.44	2.2	2.1	5.4	-0.28	1274	i	11	i	14	642	-5	-9	0%	0.7	826
CCC1c2ccc(C)n2CCN1C(=O)Nc1ccc(F)cc1 (stereo not drawn)	0.24	-0.06	0.37	0.11	2.8	2.4	13	-0.04	746	i	-9	i	18	780	8	0	-21%	·	·
O=C(COc1ccc2ccccc2c1)NCC(=O)N/N=C/c1ccco1	1.6	-0.018	1	-0.78	3.4	2.2	2.4	·	·	i	0	i	6	803	0	0	-5%	-4.3	1084
CC(C)CNC(=O)CCCc1c[nH]c2ccccc12	-0.087	-0.2	-0.67	0.49	4.0	1.6	9.2	-0.02	1597	i	-6	i	·	·	-3	6	7%	-1.5	1353
O=C(Nc1ccc(Cl)cc1)c1csc(-c2ccncc2)n1	-0.68	-0.25	0.16	0.3	3.7	3.5	7.2	-0.19	1473	i	0	i	7	676	17	26	-30%	-5.0	1141
CC(C)CCNC(=O)NC(=O)COC(=O)CCN=C1NS(=O)(=O)c2ccccc21	-0.79	-0.35	0.094	0.72	6.4	3.2	6.4	0	1320	i	3	i	-20	724	-3	5	4%	0.0	1131
COc1ccc(C2/C=C\CN(S(=O)(=O)/C=C/c3ccccc3)CC(=O)N2Cc2ccc(F)cc2)cc1 (stereo not drawn)	-0.59	-0.23	-0.27	1.9	·	·	·	·	·	·	·	i	-2	675	·	·	-59%	0.2	1110
O=c1c2c([nH]c3ccccc13)CCCC2	-0.48	-0.46	-0.039	0.15	2.9	2.5	4.9	1.8	1298	i	-25	i	·	·	-7	-17	8%	-1.8	1436
COc1ccccc1N=Cc1c(O)c2ccccc2oc1=O	-0.7	-0.14	-0.16	1.2	2.8	1.7	3.1	0.52	1431	i	5	i	1	658	13	3	4%	-2.8	1102
O=C(CC1SC(=NCCc2ccccc2)N(/N=C/c2cccs2)C1=O)Nc1ccc(Cl)cc1 (stereo not drawn)	0.037	-0.19	0.077	-0.44	2.6	2.9	9.7	1.1	1452	i	14	i	-16	683	52	4	-11%	0.9	974
CCc1c(C)nc(SCC(=O)Nc2ccc(Br)cc2)[nH]c1=O	1.2	-0.21	0.85	-0.29	1.4	4.2	4.8	-1	953	i	-3	i	·	·	9	1	10%	·	·
Cc1ccc(NC(=O)c2ccc(CSc3nnc(-c4ccncc4)n3C)cc2)c(C)c1	-1.3	-0.15	-1	0.84	2.6	2.9	6.5	·	·	i	-31	i	·	·	12	6	5%	·	·
CN1CCN(c2nc3ccccc3nc2C(C#N)C(=O)OC2CCCCC2)CC1 (stereo not drawn)	-0.95	-0.17	-0.27	0.011	4.9	3.4	9.1	-2.2	1089	i	-11	i	·	·	35	12	-5%	2.3	1083
O=C(CCn1c(=O)oc2ccccc21)NCCCN1CCCC1=O	1	-0.21	0.63	-0.059	2.2	2.2	4.8	-0.36	1818	i	-6	i	-4	674	10	6	0%	-1.4	1061
Cc1ccc(C(=O)NCCc2cccs2)cc1	-0.14	-0.2	0.47	0.9	0.9	3.5	5.0	-0.82	1505	i	-3	i	-13	679	4	11	-12%	-3.8	1092
COc1ccc(C(=O)NCCSCc2ccccc2C)cc1	0.2	-0.14	-0.032	0.038	2.5	1.2	5.9	-1.9	1271	i	2	i	·	·	-14	1	-12%	4.2	1390
COc1ccc(CN2CCOCC2)cc1	-0.46	-0.23	-0.45	1.3	3.3	2.7	5.9	-1.1	1037	i	-37	i	0	704	-1	11	5%	-2.0	1159

Compound activity from PubChem BioAssay.
